ERK EGF inh – blocks ERK signaling stimulated by EGF; 0.41% of 130,000 active; HEK293-V1b, EGF-stimulated phospho-ERK AlphaScreen; Potency, µM (titrated, usually from 11.5 µM), without a hit: at the top dose activity change, negative = inhibition, actives largely listed as inhibitors; AID 1454; active = well fitted inhibition curve with a large enough effect; inconclusive = small, poorly fitted or top-dose-only effect, or effect the other way;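 also: plate controls were stimulated vehicle wells for no effect and unstimulated vehicle basal for full effect; nearly all actives have a fitted effect of over 55% in size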
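EGF-stimulated (25 nM, 5 min) phospho-ERK in HEK293 cells stably expressing V1b, cells pretreated 30 min with compound at 37C. Homogeneous AlphaScreen read on lysates.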
Starred values were filed as active, the others as inactive; ? = inconclusive; [ ] = remark or other dose. Potency is read from the fitted curve at half-maximal effect. This is a subset, so the mix of outcomes need not match the whole.

CC1CC(C)(C)N(C(=O)NC2CCCCC2)c2ccccc21 (stereo unspecified)
  ERK EGF inh: 8%
Cn1ncc(Cl)c1C(=O)Nc1sc2c(c1C(N)=O)CCC2
  ERK EGF inh: 7%
O=C(CCc1ccccc1)NNC(=O)c1cccc(F)c1
  ERK EGF inh: 5%
CCN(CC)c1ncc(C#N)c(N)n1
  ERK EGF inh: 10%[57.5 µM]
O=c1oc2ccccc2c(Nc2ccc3ncccc3c2)c1[N+](=O)[O-]
  ERK EGF inh: 1%
CCOc1cc(N2CCOCC2)c(OCC)cc1NC(=O)c1ccccc1
  ERK EGF inh: 23%
CN(C)C(=S)Nc1ccc(N2CCOCC2)cc1
  ERK EGF inh: -1%[57.5 µM]
Cc1nc2ccccn2c1C(=O)N=Nc1c(O)n(CCC(C)C)c2ccccc12
  ERK EGF inh: ?
COc1cccc(/C=C/C(=O)O)c1C(C)C
  ERK EGF inh: 0%
C=CCn1c(-c2cccc([N+](=O)[O-])c2)n[nH]c1=S
  ERK EGF inh: -1%
COc1cc(/C=N/NC(=O)CCC(=O)NCc2ccccc2)cc(OC)c1OC
  ERK EGF inh: 2%
COc1ccc(N2C(=O)[C@@H]3[C@H](C2=O)[C@H](C(=O)c2ccc(OC(C)=O)cc2)N2N=CC=C[C@@H]32)cc1
  ERK EGF inh: 3%
NS(=O)(=O)c1cccc2c1c([N+](=O)[O-])cc1[nH]c(=O)c(=O)[nH]c12
  ERK EGF inh: -6%
CS(=O)(=O)N1CCC2(CC1)CN(Cc1ccc(C#N)cc1)C2
  ERK EGF inh: 2%
COc1ccc2c(c1)c(C(=O)CN1CCN(c3ccccc3)CC1)c(C)n2C
  ERK EGF inh: -10%[57.5 µM]
Cc1c(C(=O)O)oc2c1C(O)CC(C)(C)C2 (stereo unspecified)
  ERK EGF inh: 1%
O=C(c1ccccc1)c1ccc(OCCO)cc1
  ERK EGF inh: -2%
C(=N\Nc1nc2ccccc2[nH]1)/C1CCCCC1
  ERK EGF inh: 6%
COc1cc(OC)cc(C(=O)NC(=S)Nc2ccc(N3CCCC3)cc2)c1
  ERK EGF inh: ?
CCCN(CCC)C(=O)c1ccc2c(c1)N(Cc1ccccc1)C(=O)CS2=O (stereo unspecified)
  ERK EGF inh: -2%
C#CCOCCOCCOCCNc1nc(N2CCN(C(=O)[C@H](Cc3cc4ccccc4[nH]3)n3cc(C(N)CC(C)C)nn3)CC2)nc(N2CCN(C(=O)[C@H](CCC(=O)O)n3cc(C(N)[C@H](C)CC)nn3)CC2)n1 (stereo partly specified)
  ERK EGF inh: -2%[57.5 µM]
CCn1cc(C2=NC(CC(C)C)CO2)c2ccccc21 (stereo unspecified)
  ERK EGF inh: ?
CC(C)=CCN1CCN(Cc2cc(CC(C)C)n[nH]2)CC1CCO (stereo unspecified)
  ERK EGF inh: -5%[57.5 µM]
CCOC(=O)c1cc(C#N)c(N2CCN(c3ccc(OC)cc3)CC2)[nH]c1=O
  ERK EGF inh: 3%
O=C(NCCc1ccc(F)cc1)c1cc(-c2ccncc2)nc2ccccc12
  ERK EGF inh: -2%[57.5 µM]

Cc1ccc(NC(=O)c2ccccc2OCC(=O)Nc2cccc(Cl)c2C)nc1
  ERK EGF inh: -14%
O=C(NCC1CCCO1)c1ccc(Oc2ccc([N+](=O)[O-])cc2)cc1 (stereo unspecified)
  ERK EGF inh: -13%
O=C1CN(C(=S)NC(=O)c2ccc(-c3ccccc3)cc2)CCN1
  ERK EGF inh: 5%
CCc1nc2ccccc2c(C(=O)NCc2ccccc2)c1C
  ERK EGF inh: -1%
O=C(/C=C/c1ccc(Cl)cc1)NC(=S)Nc1ccc(CN2CCOCC2)cc1
  ERK EGF inh: 10%
S=c1[nH]nc(CCCc2n[nH]c(=S)o2)o1
  ERK EGF inh: -3%[57.5 µM]
C=CCn1c(C2CC2)n[nH]c1=S
  ERK EGF inh: 2%
CN(C)C(=O)c1cc(C(=O)c2ccc(C(F)(F)F)cc2F)c[nH]1
  ERK EGF inh: -4%
CC(C)(C)NC(=O)CN(C(=O)C1CSC(=O)C1)c1ccccc1F (stereo unspecified)
  ERK EGF inh: -17%
O=C(c1ccccc1)C(Nc1ccccn1)c1ccccc1 (stereo unspecified)
  ERK EGF inh: -6%
c1ccc(CN2CCCC3(CCCN(Cc4nc(CC5CC5)no4)C3)C2)cc1 (stereo unspecified)
  ERK EGF inh: 2%
Cc1oc2c(CN3CCOCC3)c(O)ccc2c(=O)c1-c1ccc(Cl)cc1
  ERK EGF inh: -13%[57.5 µM]
COc1ccc(-c2cc3nc4ccccc4n3c(N)c2C#N)cc1
  ERK EGF inh: 6%[57.5 µM]
CC(=O)c1csc(-c2ccccc2)n1
  ERK EGF inh: 3%
Cc1ccccc1C1=Nn2c(nnc2-c2ccco2)SC1
  ERK EGF inh: 5%[57.5 µM]
COc1ccc(S(=O)(=O)N2CCCCC2C(=O)O)cc1 (stereo unspecified)
  ERK EGF inh: -3%
CCN(CC)S(=O)(=O)c1cc(NC(=O)C(CC(C)C)NC(N)=O)ccc1C (stereo unspecified)
  ERK EGF inh: 16%
O=C(N/N=C/c1ccco1)c1ccc(OCc2ccccc2)cc1
  ERK EGF inh: 5%[57.5 µM]
Cc1ccc(NC(=O)/C(=C/c2cccs2)NC(=O)c2ccco2)c(C)c1
  ERK EGF inh: 1%
CCOC(=O)C1=C(C)NC(C)=C(C(=O)OCC)C1c1ccc([N+](=O)[O-])s1
  ERK EGF inh: -12%[57.5 µM]
NS(=O)(=O)c1cccc(NC(=O)CSc2ncc(C(F)(F)F)cc2Cl)c1
  ERK EGF inh: -3%
O=C(N/N=C/c1ccc(N2CCCCC2)o1)C(O)(c1ccccc1)c1ccccc1
  ERK EGF inh: -1%
COc1ccc(-c2nn(-c3ccccc3)cc2/C=C(\CC(=O)O)c2nc3ccccc3s2)cc1OC
  ERK EGF inh: 0%
CCOc1ncccc1C(=O)Nc1cccc(Cl)c1Cl
  ERK EGF inh: -1%
CCOC(=O)c1sc(N)c(C(=O)OC)c1C
  ERK EGF inh: 7%

Compounds from the list above containing a CF3 group:
CN(C)C(=O)c1cc(C(=O)c2ccc(C(F)(F)F)cc2F)c[nH]1
  ERK EGF inh: -4%
NS(=O)(=O)c1cccc(NC(=O)CSc2ncc(C(F)(F)F)cc2Cl)c1
  ERK EGF inh: -3%

Going on with the list.
compound,ERK EGF inh
Cc1cc(Oc2ccc(OCC(N)=O)nn2)nc(Cl)n1,2%
CCc1cc2c(COC(=O)c3c(C)noc3C)cc(=O)oc2cc1O,-4%
Cn1c(SCCOc2ccc(F)cc2)nnc1-c1ccncc1,-2%[57.5 µM]
Cc1ccc(C)n1-c1ccccc1N,4%
COc1ccc(C2=NN(C(=O)c3cccs3)C(O)(C(F)(F)F)C2)cc1 (stereo unspecified),?
COc1ccc(NC(=O)Cn2cnc3c(cnn3C(C)(C)C)c2=O)cc1OC,-3%
Cc1ccc(CSC2=NCCN2C(=O)c2ccco2)cc1,10%
CCCCC(=O)Nc1cccc(NC(=O)c2cccc(Br)c2)c1,5%
CC(=O)Nc1ccc(S(=O)(=O)Oc2ccc(C(=S)N3CCC(O)CC3)cc2)cc1,0%
O=C1Nc2c(c(=O)[nH]c(=O)n2Cc2ccccc2)C1(NS(=O)(=O)c1ccccc1)C(F)(F)F (stereo unspecified),-6%
Cc1ccc(NC(=S)Nc2ccc3[nH]c(=O)[nH]c3c2)cc1C,-6%[57.5 µM]
COC(=O)c1ccc(NC(=O)c2ccc(OC(C)=O)c(OC)c2)cc1,-5%
CCC(NC(=O)Nc1cc(C)on1)(C(F)(F)F)C(F)(F)F,18%[57.5 µM]
C[C@@H](C(=O)OCC(=O)NCCc1ccc(S(N)(=O)=O)cc1)N1C(=O)C2CCCCC2C1=O (stereo partly specified),6%
COC(=O)c1c(NC(=O)c2nc3ccccc3s2)sc2c1CC(C)(C)NC2(C)C,-5%[57.5 µM]
Cc1c(NC(=O)COC(=O)c2ccccc2Cl)c(=O)n(-c2ccccc2)n1C,6%
CCCCNC(=O)C(=O)N/N=C/c1ccc(OCC(=O)Nc2cccc(OC)c2)c(OC)c1,9%
CCCN(CCC)Cc1cc(=O)oc2cc3c(cc12)CCC3,-2%[57.5 µM]
C/C(=N/NC(=O)Cc1ccccc1)c1ccc(C)s1,5%
CC1SC(=Nc2ccccc2)N(S(=O)(=O)c2ccccc2)C1=O (stereo unspecified),3%
O=c1[nH]c(SCc2ccccc2[N+](=O)[O-])nc2nc[nH]c12,-6%[57.5 µM]
COc1ccc(C2N3CC4(C)CN2CC(C)(C3)C4)cc1OC (stereo unspecified),-5%[57.5 µM]
CCCc1ccc(C(=O)/C=C/N(C)C)cc1,-5%[57.5 µM]
COc1ccc(CNc2nc(-c3cccnc3)nn2C(=O)c2cccs2)cc1,-1%
CC(=O)c1cccc(NC(=O)Cn2nc(-c3ccccc3Cl)ccc2=O)c1,-3%
COc1ccc(-c2nn(-c3ccccc3)cc2/C=C(/C#N)C(N)=O)cc1[N+](=O)[O-],-2%
COCc1cc(C)nc(OCC(=O)N/N=C/c2ccc(C)o2)c1C#N,23%
Cc1ccccc1CC1(CO)CCCN(Cc2ccc(C#CC(C)(C)O)cc2)C1 (stereo unspecified),9%
OC1(c2ccccc2)CCN(Cc2ccccc2)CC1,-6%[57.5 µM]
CCn1cc(C2CC(=O)NC2=O)c2ccccc21 (stereo unspecified),6%[57.5 µM]
CCOC(=O)N1CCN(CC(=O)Nc2ccc(F)c(F)c2)CC1,-13%[57.5 µM]
Cn1nc(C(=O)Nc2nc3ccccc3[nH]2)ccc1=O,2%
CCO/N=C(\C)c1c(O)cc(C(C)C)n(-c2ccccc2)c1=O,-4%
COc1ccc(OCCCn2cc(/C=C3/C(=N)N4C=C(C)SC4=NC3=O)c3ccccc32)cc1,9%
C/C(=N\Nc1cccc2cccnc12)c1ccc(C)cc1,-8%
COc1ccc(/C=C/C(=O)Nc2cc(C)on2)cc1,0%
Cc1cccc(C(=O)NCc2ccc(S(N)(=O)=O)cc2)c1[N+](=O)[O-],1%
O=C(O)CCCNC(=O)/C(=C\c1ccc(Cl)cc1)NC(=O)c1ccccc1Br,-10%
CCCN1C(=O)c2ccccc2NC1c1ccc(OC)c(CSc2ccccn2)c1 (stereo unspecified),1%
CC(C)c1ccc(N2C(=O)/C(=C/N(C)C)SC2=S)cc1,?
Cn1c(CC2Sc3ccccc3NC2=O)nnc1SCC(=O)c1ccc(Cl)cc1 (stereo unspecified),3%[57.5 µM]
CCCn1c(=O)n(N)c2ccccc21,10%
Cc1nc(SCc2ccccc2)c2ccsc2n1,3%
CCOc1ccc(C(=O)C[n+]2ccccc2C)cc1,5%
Cc1c(NC(=S)NC(NC(=O)C(C)(C)C)C(Cl)(Cl)Cl)c(=O)n(-c2ccccc2)n1C (stereo unspecified),7%
CC(C)CC(=O)NC(=S)Nc1ccc(F)cc1F,0%
Cc1c(CNCCC2=CCCCC2)c(C(=O)O)c(C)n1Cc1ccccc1,5%[57.5 µM]
CCOc1ccc(NC(=S)N2CCc3cc(OC)c(OC)cc3C2COc2ccc3c(C)cc(=O)oc3c2)cc1 (stereo unspecified),-8%
CCc1ccc(OCc2nnc(SCC(=O)Nc3cccc(C(=O)N4CCOCC4)c3)o2)cc1,-22%
COc1ccc(C(NC(=O)C(C)C)c2c(O)ccc3ccccc23)cc1OC (stereo unspecified),1%
Cc1c(NC(=O)CSc2ccccc2Cl)c(=O)n(-c2ccccc2)n1C,0%
O=C(c1cnccn1)N1CCC2(CC1)CN(c1ccccc1)C2,7%
Cn1c(CN2CCN(CCO)CC2)c(C#N)c2ccccc21,7%[57.5 µM]
COC(=O)c1ccc(NC(=O)COC(=O)C2CC(=O)N(Cc3ccccc3)C2)cc1 (stereo unspecified),-5%
CC(CNC(=O)CC(C)(C)C)NC(=O)CC(C)(C)C (stereo unspecified),11%
Cc1ccc(C)c(S(=O)(=O)N(C(=O)c2ccncc2)c2ccc(OC(=O)c3ccncc3)cc2)c1,2%
CCCCOc1ccc(CSC2=NCCN2)cc1[N+](=O)[O-],4%
CCCc1nc2oc3c(NCCCN(C)C)ncnc3c2c2c1CCCC2,5%[57.5 µM]
O=C(CSc1ncn(-c2ccccc2)n1)Nc1nc(-c2ccccc2)cs1,5%
O=C(NCCN1CCOCC1)c1ccc(=O)n(Cc2ccc(Cl)cc2)c1,6%

Reformatted: entries from further up.
ERK EGF inh,molecule
5%[57.5 µM],CCCc1nc2oc3c(NCCCN(C)C)ncnc3c2c2c1CCCC2
5%,O=C(CSc1ncn(-c2ccccc2)n1)Nc1nc(-c2ccccc2)cs1

Six entries picked at random from those above, as already listed:
compound,ERK EGF inh
Cc1c(NC(=O)CSc2ccccc2Cl)c(=O)n(-c2ccccc2)n1C,0%
CCO/N=C(\C)c1c(O)cc(C(C)C)n(-c2ccccc2)c1=O,-4%
Cc1ccc(C)c(S(=O)(=O)N(C(=O)c2ccncc2)c2ccc(OC(=O)c3ccncc3)cc2)c1,2%
Cn1c(CN2CCN(CCO)CC2)c(C#N)c2ccccc21,7%[57.5 µM]
O=C(c1cnccn1)N1CCC2(CC1)CN(c1ccccc1)C2,7%
CCCN1C(=O)c2ccccc2NC1c1ccc(OC)c(CSc2ccccn2)c1 (stereo unspecified),1%

Continuation:
compound,ERK EGF inh
Cc1ccc(NC(=O)CSc2n[nH]c(C)c2[N+](=O)[O-])cc1,4%
CCOC(=O)c1cnn(CCOC(=O)c2ccccc2)c1NC(=O)c1ccccc1,-2%
O=C(CSCCOc1ccccc1)NCc1ccncc1,1%[57.5 µM]
CCOC(=O)N1CCN(C(=O)CSCc2ccccc2)CC1,5%
CCCCOC(=O)NS(=O)(=O)c1sc(CC(C)C)cc1-c1ccc(Cn2c(CC)nc3c(C)cc(C)nc32)cc1,-6%
Cc1ccc(NC(=O)c2ccccc2-c2ccccc2C(=O)O)cc1C,1%
CCOC(=O)c1sc(-c2ccccc2)cc1NC(=O)Nc1ccc([N+](=O)[O-])cc1,2%
Cn1c(=O)c2c([nH]c(=O)n2C)n(C)c1=O,-1%
CCOc1cc(NC(=O)C2CCCCC2)c(OCC)cc1NC(=O)c1ccccn1,-3%

From PubChem
